NCI-60 one-dose screen, 48 h, at 10 µM unless noted. Numbers give growth in % (100 = growth as untreated, 0 = no growth, -100 = all killed).
HL-60(TB) – HL-60(TB) leukemia cells. 9% of 78,000 active; active means growth percent below 10
Starred values were filed as active, the others as inactive; & = joins results of further samples; [ ] = remark or other dose. A portion of the library; the hit share may differ from the screen's.

SMILES	HL-60(TB)
CN1CCN(C(=O)[C@@]2(C)CC[C@]3(C)CC[C@]4(C)C(=CC(=O)[C@@H]5[C@@]6(C)CCCNC(C)(C)[C@@H]6CC[C@]54C)[C@@H]3C2)CC1	77.8
C=C1N(C)c2ccc(Cl)cc2C1(C)C	6.4*
Clc1ccc(C2=Nn3c(N/N=C/c4ccc(OCc5ccccc5)cc4)nnc3SC2)cc1	98.2
O=S1(=O)N(Cc2ccccc2)[C@@H](Cc2ccccc2)[C@H](O)[C@H](O)[C@H](Cc2ccccc2)N1Cc1ccccc1	-4.2*
NC(=O)c1ccccc1OCC(=O)Nc1ccc(Cl)c(Cl)c1	86.4
CCOC(=O)C1=C(O)C(=O)N(Cc2ccccc2)C1	105.1
C#CCOc1ccccc1C(OC(=O)c1ccc2ccccc2c1)C(=O)NC(C)(C)C(C)(C)C (stereo unspecified)	115.4
Nc1ccc(Sc2ccc3c4c2cccc4c(=O)n2c4ccccc4nc32)cc1	18.2
Cc1nnc2n1N=C(c1ccccc1)CS2	99.9
CCN(CC)CCCC(C)Nc1c2ccc(C)cc2nc2ccc(OC)cc12 (stereo unspecified)	11.4
Oc1c(CN2CCOCC2)cc(COCc2ccccc2)c2cccnc12	0.7*
CC(C)Sc1nc(NCCc2c[nH]c3ccccc23)c(C#N)c(-c2ccc(F)cc2)n1	27.0
Clc1ccc2c(NCCCN3CCOCC3)c3oc4ccc(Cl)cc4c3nc2c1	67.7
COc1cc(-c2ccc[nH]2)[nH]c1/C=C1\N=C(C)C(C(=O)CCC(=O)Nc2ccc(-c3c4nc(c(-c5ccccc5)c5ccc([nH]5)c(-c5ccccc5)c5nc(c(-c6ccccc6)c6ccc3[nH]6)C=C5)C=C4)cc2)=C1C	102.7
Cc1ccc(C(=O)Nc2ccc(-n3ccnc3)c(C(F)(F)F)c2)cc1C#Cc1cnc2cccnn12	-19.6*
O=S(=O)(O)c1ccc(N/N=C/c2ccccc2Cl)cc1	101.4
CCOC(=O)c1sc(Nc2cccc(Nc3nc(C)c(C(=O)OCC)s3)c2)nc1C	81.8
COc1cc(/C=C/C(=O)c2ccc(N3CCNCC3)cc2)ccc1F	28.9
ClC(Cl)c1nc(-c2cccnc2)n2nc(-c3ccccc3)cc2n1	14.2
NC(=O)c1cccc(-n2ccc3cc(NC(=O)c4ccccc4)ccc32)n1	46.5
CC(=O)Nc1ccc(/C=N\NC(=O)N/N=C/c2ccc(NC(C)=O)cc2)cc1	109.6
CC(C)(CCC(=O)N1CCSCC1)c1ccccc1	99.8
COc1ccc(OC)c(C2C(C#N)=C(N)N(c3ccc(F)cc3F)C3=C2C(=O)CC(C)(C)C3)c1 (stereo unspecified)	101.1
Cc1cc(Nc2nc(N3CCC(N4CCN(C)CC4)CC3)nc3ccccc23)n[nH]1	84.3
CCOc1ccc(/C=C2/C(=O)N=C(NC(C)=O)N2C)cc1	100.5
COc1ccc(-c2nn(-c3ccccc3)cc2/C=C2\SC(=S)N(c3ccc(Cl)cc3)C2=O)cc1	104.1
CSc1ccnc(N)n1	75.0
Cc1cc(C)c(N2C(=O)CC(Nc3ccc(Cl)c(Cl)c3)C2=O)c(C)c1 (stereo unspecified)	94.8
CCOC(=O)NNC(=O)c1ccc(-n2nc(-c3ccccc3)c3ccccc32)cc1	89.5
COc1ccc(-c2nn(Cc3ccccc3)c3c2-c2oncc2CC3)cc1OC	87.7
N#Cc1c(-c2ccccc2Cl)cc(-c2c[nH]c3ccccc23)[nH]c1=O	68.4
C#C[C@]1(O)CCC[C@H]2[C@@H]3CC[C@@H]4C[C@H](OC(C)=O)CC[C@]4(C)[C@H]3C(=O)C[C@@]21C	103.9
CN(C)S(=O)(=O)n1cnc([C@H]2c3c(ncn3Cc3ccccc3)C[C@H]3COC(=O)[C@@H]32)c1	140.9
COC1CCC(N2C(=O)CNc3ncc(-c4ccc(C(C)(C)O)nc4)nc32)CC1 (stereo unspecified)	11.2
C/C(Cc1ccccc1)=N\O	13.8
O=C(O)C1[S][Sb]([CH](C(=O)O)[CH](C(=O)O)[Sb]2[S]C(C(=O)O)C(C(=O)O)[S]2)[S]C1C(=O)O (stereo unspecified)	94.3
CC1=CC(=NC(=O)CBr)C=C/C1=N\S(=O)(=O)c1ccccc1	67.2
CCCc1cc(=O)oc2c3c(c4c(c12)OC(C)(C)C=C4)OC(C)[C@H](C)[C@@H]3O (stereo partly specified)	39.1
CCCCCCCCCCCCCCCCC(Oc1ccc(Cl)cc1Cl)C(=O)O (stereo unspecified)	102.5
OC(c1ccccc1)c1nn(CN2CCOCC2)c(=S)n1CCc1ccccc1 (stereo unspecified)	101.4
NC(=O)Cc1ccc2ccccc2c1	97.7
CCC1(CC)C(=O)NC(=S)NC1=O	82.2
N#CCc1c[nH]c2ccccc12	99.3
CCCNC(=O)/C(=C/c1c[nH]c2ccccc12)NC(=O)/C=C/c1cccs1	108.5
CNC(=O)c1cc(Oc2ccc3nc(NC(=O)c4cccc(C(F)(F)F)c4)sc3c2)ccn1	143.2
O=C(CNc1nc(-c2ccccc2)cs1)Nc1ccc([N+](=O)[O-])cc1	5.7*
O=C1/C(=C\c2ccc[nH]2)c2ccccc2N1c1c(Cl)cccc1Cl	85.2
O=C1/C(=C/c2ccccc2Br)COc2ccc(O)c(O)c21	-9.0*
Fc1ccc(-c2nn(-c3ccccc3)cc2-c2nc3ccccc3s2)cc1	110.4
O/N=C1/CCCCC/C1=N/O	95.5
O=S(=O)(Nc1ccc(Cl)nn1)c1ccc(NC2=NC3C=CC=CC3S2)cc1 (stereo unspecified)	107.1
CCCCCCC1CCN(CC(=O)c2ccccc2)CC1	98.7
NS(=O)(=O)c1ccc(CCn2c(SCC(=O)Nc3ccc(Cl)cc3)nc3ccccc3c2=O)cc1	89.1
CC(=O)OC1=C2C(CC3C4CC=C5CC(OC(C)=O)CCC5(C)C4CCC23C)C(C#N)(C#N)C(C#N)(C#N)C1 (stereo unspecified)	78.8
COc1ccc(C(=O)/C=C/c2ccc(Oc3ccc(Br)cc3)cc2)cc1OC	104.7
O=C(O)c1ccoc1	52.2
Cc1cccc(NC(=O)Nc2ccc(Oc3ncnc4sc5c(c34)CCCC5)cc2)c1	98.5
COc1cc(Nc2ncc(NC(=O)Nc3c(Cl)cccc3Cl)c(Oc3ccc(C)cc3OC)n2)cc(OC)c1	102.5
CCC(C)C(C(=O)O)N1C(=O)CSC1=S (stereo unspecified)	112.7
O=c1cn[nH]c2ccc(Br)cc12	85.5
Further compounds follow.
SMILES	HL-60(TB)
CC(=O)N1CCC[C@]2(C)[C@H]3CC=C4[C@@H]5CC(C)(C)CC[C@]5(C(=O)N5CCN(C)CC5)CC[C@@]4(C)[C@]3(C)CC[C@H]2C1(C)C	72.7
COc1cc(/C=C/C(=O)N2CCN(C(=O)/C=C/c3ccc(C(F)(F)F)cc3)CC2)cc(OC)c1OC	65.0
CC(=O)OC1CCC2(C)C(CCC3C2CC(OC(C)=O)C2(C)C(/C(C)=C/C=C(c4ccccc4)c4ccccc4)CCC32)C1 (stereo unspecified)	94.3
Cc1cc(C)cc(N2C(=O)C=CC2=O)c1	87.9&105.7
COc1ccc(C2CC(c3cccc(OCCCCOc4cccc(C5=NOC(c6ccc(OC)cc6)C5)c4)c3)=NO2)cc1 (stereo unspecified)	89.6
CCOc1ccc(NC(=O)CSc2oc(-c3ccccc3)nc2S(=O)(=O)c2ccc(F)cc2)cc1	65.2
O=C(c1ccc(Cl)cc1)C1[C@H](c2ccccc2Cl)[C@@H](c2ccccc2)NC12C(=O)Nc1ccccc12 (stereo partly specified)	-35.1*
CC(C)[C@@]12C[C@@H](OC(=O)[C@H]3CO3)[C@@](C)(O1)[C@@H]1CC[C@@H](C)[C@H]1[C@@H]2OC(=O)/C=C/c1ccccc1	67.0
CCN1C(=S)N(c2ccccc2)C2N=C(SC)N(/N=C/C=C/c3ccccc3OC)C21 (stereo unspecified)	83.0
COc1ccc(C2CC(c3c(O)cc(C)c(Cl)c3C)=NN2c2ccc(S(N)(=O)=O)cc2)cc1 (stereo unspecified)	69.1
CC[C@]12C=CCN3CC[C@@]4(c5ccc(OC)cc5N(C)[C@H]4[C@@](O)(C(=O)OC)[C@@H]1OC(=O)CCC(=O)N[C@H](Cc1c[nH]c4ccccc14)C(=O)OC)[C@@H]32	-25.0*[100 µM]
S=c1[nH]c2nc(Cl)c(Cl)nc2[nH]1	99.5
CC(=O)N[C@H]1CCC[C@H](NC(C)=O)C1	123.9
Cc1ccc(-c2nc3nc(-c4ccc(Cl)cc4)nc(N4CCCNCC4)c3o2)cc1	-67.6*
N#Cc1cc([N+](=O)[O-])ccc1NC(=O)/C(=N/N)C(C(=O)c1ccc(Cl)c(Cl)c1)C1OC(=O)c2ccccc21 (stereo unspecified)	97.6
COc1cc(C2CC(c3ccc(Cl)cc3)=NN2C=O)ccc1Oc1ccnc2cc(Cl)ccc12 (stereo unspecified)	85.9
O=C(CCCCn1cnc2c(=S)nc[nH]c21)Nc1ccc(C(=O)O)cc1	90.1
C=CCN=C=S	96.8
COc1cc(/C=C/c2cc(/C=C/c3ccc(O)c(OC)c3)n(C(=O)c3ccc(Cl)cc3)n2)ccc1O	-12.4*
Cc1ccc(Nc2nc(SCCC(C)C)nc(-c3ccc(F)cc3)c2C#N)cc1	83.2
Cc1ccc(N=Nc2sc(=O)[nH]c2S)cc1	106.7
N#C/C(=C\c1c(F)c(F)c(F)c(F)c1F)c1cc2ccccc2[nH]1	98.3
CCOc1ccc(OCC)c(NC(=O)CC(C)=O)c1	94.3
Cc1c(C(=O)N=Nc2c(O)n(C)c3ccccc23)oc2ccccc12	92.7
O=C(C[n+]1cccc2cc[nH]c21)c1ccc(Br)cc1	91.7
Clc1ncn[nH]1	102.6
COc1cc(C(=O)OCC[N+](C)(C)C)cc(OC)c1OC	82.5
CCCCCCCCCCCCCCCCC(Br)C(=O)O (stereo unspecified)	110.7
O=C(Nc1ccc(Cl)c(Cl)c1)OCc1ccco1	32.1
COc1ccc(NCCCCN2C(=O)c3ccccc3OC=C2c2ccccc2)cc1	56.0
O=C(Nc1cc(Cl)cc2c1-c1ccc(Cl)cc1C2O)C(Cl)Cl (stereo unspecified)	76.2
COc1ccc2c(c1)[n+](=O)c(/C=C/C(=O)c1cc(OC)c(OC)c(OC)c1)c(C)n2[O-]	-49.1*
COc1ccccc1S(=O)Nc1ccccc1 (stereo unspecified)	91.5
N#Cc1ccc(C(=O)CSc2nc3c(c(Nc4cccc(S(N)(=O)=O)c4)n2)CCCC3)cc1	92.8
CC(=O)Oc1cccc(C)c1	93.3&113.3
CCOc1ccc(C2=NNC(=O)CC2)cc1	112.9
Cc1ccc(NC2=CC(=O)C(=O)c3ccccc32)c(C)c1	38.0
O=C(CSc1nnc2sc(Nc3ccccc3)nn12)c1ccc(Cl)cc1	79.5
Cc1nc2ccc(Br)cn2c1C(=O)NCc1ccc(OCc2cn(Cc3ccc(Br)cc3)nn2)cc1	94.1
COc1ccc(N2N=C(c3ccc4c(c3)OCO4)CC2c2cccc(NC(=O)CCCNS(=O)(=O)c3ccc(Cl)cc3)c2)cc1 (stereo unspecified)	66.6

By substructure: the entries above containing two or more sulfur atoms (11)
SMILES	HL-60(TB)
CCOC(=O)c1sc(Nc2cccc(Nc3nc(C)c(C(=O)OCC)s3)c2)nc1C	81.8
COc1ccc(-c2nn(-c3ccccc3)cc2/C=C2\SC(=S)N(c3ccc(Cl)cc3)C2=O)cc1	104.1
O=C(O)C1[S][Sb]([CH](C(=O)O)[CH](C(=O)O)[Sb]2[S]C(C(=O)O)C(C(=O)O)[S]2)[S]C1C(=O)O (stereo unspecified)	94.3
O=S(=O)(Nc1ccc(Cl)nn1)c1ccc(NC2=NC3C=CC=CC3S2)cc1 (stereo unspecified)	107.1
NS(=O)(=O)c1ccc(CCn2c(SCC(=O)Nc3ccc(Cl)cc3)nc3ccccc3c2=O)cc1	89.1
CCC(C)C(C(=O)O)N1C(=O)CSC1=S (stereo unspecified)	112.7
CCOc1ccc(NC(=O)CSc2oc(-c3ccccc3)nc2S(=O)(=O)c2ccc(F)cc2)cc1	65.2
CCN1C(=S)N(c2ccccc2)C2N=C(SC)N(/N=C/C=C/c3ccccc3OC)C21 (stereo unspecified)	83.0
Cc1ccc(N=Nc2sc(=O)[nH]c2S)cc1	106.7
N#Cc1ccc(C(=O)CSc2nc3c(c(Nc4cccc(S(N)(=O)=O)c4)n2)CCCC3)cc1	92.8
O=C(CSc1nnc2sc(Nc3ccccc3)nn12)c1ccc(Cl)cc1	79.5

Back to the main list, repeating the two entries before the break.
SMILES	HL-60(TB)
Cc1nc2ccc(Br)cn2c1C(=O)NCc1ccc(OCc2cn(Cc3ccc(Br)cc3)nn2)cc1	94.1
COc1ccc(N2N=C(c3ccc4c(c3)OCO4)CC2c2cccc(NC(=O)CCCNS(=O)(=O)c3ccc(Cl)cc3)c2)cc1 (stereo unspecified)	66.6
COc1c(/C=N/NC(N)=O)c(OC)c(OC)c2c1CCO2	110.3
CCCCCCCCCCCCCCCCN=Cc1cc(Cl)ccc1O	80.6
CC1=C(C(=O)c2ccccc2)C(c2ccc3ccccc3c2)n2c(nc3ccccc32)N1 (stereo unspecified)	87.7
CC(=O)CCC(=O)OCc1ccccc1	82.0
CCCCCCCCC(C)(O)CC (stereo unspecified)	98.8
CCN1CCN(c2ccc3c4c(cccc24)C(=O)N(c2cccc(-c4nn(-c5ccccc5)cc4-c4nc5ccccc5s4)c2)C3=O)CC1	110.2
CN1CCN(Cc2ccc(NC(=O)c3cncc(C#Cc4cnc(N)c5ccncc45)c3)cc2C(F)(F)F)CC1	-9.6*
O=C1c2ccccc2C(=O)c2c1cc1c(c2[N+](=O)[O-])OCO1	7.7*
Cc1ccc2oc(=O)cc(C3OC4=C(C(=O)CCC4)C3c3cc(=O)oc4ccc(C)cc34)c2c1 (stereo unspecified)	83.3
CCn1cc(C(=O)O)c(=O)c2cc(F)c(N3CCNCC3)cc21	96.9
CCN(C(=O)OC(C)C)[N+](=O)[O-]	86.9
CCN(CC)C(=O)Cn1cc(C(N)=O)nn1	87.7
COc1ccc(/C=C/c2cc(/C=C/c3ccc(OC)c(OC)c3OC)on2)c(OC)c1OC	63.1
O=C1c2ccccc2-c2cccc3c(-c4ccc5c6c(cccc46)-c4ccccc4C5=O)ccc1c23	98.0
CC(C)(C)N1CC(C(=O)c2ccccc2)C1c1ccccc1 (stereo unspecified)	99.4
Clc1nccc2c(-c3csc(-c4c[nH]c5ccccc45)n3)c[nH]c12	29.4
